# APJ antagonist – blocks the human apelin receptor APJ. P35414. CHO-K1 APJ beta-arrestin complementation, luminescence. inhibition, % at 20 µM. 330,000 compounds, 0.32% hits;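 active means inhibition above about 40% at 20 µM, limit read from the data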;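 further: cells challenged with 10 nM apelin-13 agonist together with compound; plate controls were apelin-13 plus DMSO wells for no effect and DMSO wells lacking apelin-13 for full effect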
# Target sequence (P35414 whole entry, looked up): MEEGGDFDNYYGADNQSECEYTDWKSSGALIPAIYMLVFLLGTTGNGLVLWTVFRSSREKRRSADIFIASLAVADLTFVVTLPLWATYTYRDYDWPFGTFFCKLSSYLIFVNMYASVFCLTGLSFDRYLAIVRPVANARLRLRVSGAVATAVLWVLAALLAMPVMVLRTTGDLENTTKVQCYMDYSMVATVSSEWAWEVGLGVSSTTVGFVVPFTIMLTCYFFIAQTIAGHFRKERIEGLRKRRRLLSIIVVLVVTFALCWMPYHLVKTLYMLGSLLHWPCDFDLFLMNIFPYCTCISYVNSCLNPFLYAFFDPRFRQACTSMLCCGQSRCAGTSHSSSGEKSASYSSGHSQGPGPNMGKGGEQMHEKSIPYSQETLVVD
# APJ agonist – activates the human apelin receptor APJ. P35414. CHO-K1 APJ PathHunter beta-arrestin, luminescence; 0% DMSO wells, 100% apelin. activation, % at 20 µM. 330,000 compounds, 0.11% hits. AID 2520;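 active means activation more than six SD over the plate average, tested at 20 µM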;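 further: 0% = DMSO alone and 100% = apelin-13 at 10 nM; some results filed as inactive read as strong as hits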
#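 system = engineered CHO-K1 APJ arrestin reporter cells | input = 1000 cells per well | timing = overnight seeding, 90 min compound at 25 °C, 1 h detection | measured by = enzyme-fragment complementation luminescence | read-out = beta-arrestin recruitment to APJ as agonist activity, luminescent signal | control set = negative DMSO alone, positive Apelin-13 at 10 nM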
# Jurkat NFkB inh – inhibitors of the PMA/ionomycin-induced NF-kB reporter in Jurkat cells; inhibition, % at 4 µM; AID 435003; PMA/ionomycin-induced NF-kB luciferase reporter, luminescence; 330,000 compounds, 0.53% hits; in the data active means inhibition above about 50%
# Mdm2-MdmX inh – inhibitors of human Mdm2/MdmX interaction. 330,000 compounds, 3% hits. O15151+Q00987. inhibition, % at 8 µM. AID 485346. SaOS-2 split-luciferase Mdm2/MdmX complementation, luminescence;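 active means inhibition of at least 50% at 8 µM in the primary screen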
# tim23-1 inh – growth inhibitors of tim23-1 mutant yeast | S. cerevisiae tim23-1 growth, BacTiter-Glo luminescence, 24 h | inhibition, % at 20 µM | 330,000 compounds, 1.3% hits;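 active means growth inhibition of the mutant yeast at or above 50%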;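 further: temperature-sensitive mutant grown at 25 °C; plate controls were DMSO-treated mutant yeast for no effect and medium wells lacking yeast for full effect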
# XBP1 UPR activ – adaptive UPR (XBP1) activation. AID 463104. 330,000 compounds, 0.33% hits. CHO-XBP1 luciferase reporter, IRE1-XBP1 UPR activation, luminescence; percent of tunicamycin response, DMSO as zero. activation, % at 20 µM;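 active means versus positive control, 20 µM dose yields 30% or more activation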;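 further: 100% = tunicamycin at 10 µg/mL and 0% = DMSO only wells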
#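 Material: CHO-XBP1 cells stably carrying IRE1-XBP1-driven luciferase reporter / Amount: 1000 cells per well / Compound: 20 µM, 1% DMSO / Times: 6 h treatment, 37 °C / Detection: luciferase luminescence / Measure: % activation of reporter signal versus tunicamycin and DMSO controls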
# UPR CHOP act – activators of apoptotic arm of unfolded protein response (CHOP); 330,000 compounds, 0.34% hits; AID 449763; CHO-CHOP luciferase reporter, UPR activation, luminescence; percent of tunicamycin response over DMSO baseline; activation, % at 10 µM;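 active means at 10 µM dose, activation of 40% or more, normalized to positive control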;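 further: 100% = tunicamycin at 10 µg/mL and 0% = DMSO alone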
#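 Test system: CHO CHOP reporter cells. Input: 500 CHO-CHOP cells per well. Medium: F12 with 10% FBS. Technique: luciferase luminescence. Measure: percent activation relative to tunicamycin control. Dosing: 10 µM compound, 0.5% DMSO. Timing: 16-18 h cell attachment, then 6 h compound exposure, 37 °C.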
# 697 NFkB inh – lowers PMA/ionomycin-induced NF-kB signal in 697 B cells. inhibition, % at 4 µM. AID 435022. 697 B-cell NF-kB luciferase reporter, 16 h. 330,000 compounds, 0.33% hits; in the data active means inhibition above about 35%
# Active calls of the source: *.
SMILES,APJ antagonist,APJ agonist,Jurkat NFkB inh,Mdm2-MdmX inh,tim23-1 inh,XBP1 UPR activ,UPR CHOP act,697 NFkB inh
O=[N+]([O-])c1ccccc1N/N=C1\CC2CC=CC12 (stereo not given),16,-4,-21,-3,15,10,2.1,-58
O=C1N/C(=N/N=C/c2ccccc2)SC1(c1ccccc1)c1ccccc1,17,2,-14,38,13,9,-0.4,-47
CCOC(=O)CSc1nc(-c2ccccc2)nc2c1oc1ccccc12,11,-3,-15,-4,1,0,0.7,4
COc1ccc(-c2cc(=O)[nH][nH]2)cc1,19,-2,3,2,4,-5,-1.1,22
O=C(NCc1cccnc1)C1CCCN(S(=O)(=O)c2cccc3nsnc23)C1 (stereo not given),11,-1,-2,3,5,-1,1.6,-8
O=C(O)CCc1ccc(-c2ccc(Cl)cc2)n1CCC(=O)O,-15,-7,-2,8,-2,-1,0.9,21
COc1ccc(NC(=O)Cc2ccc(C)c(C)c2)cc1S(=O)(=O)N1CCCCC1,0,-2,-6,26,-28,-4,0.1,-23
CC(C)c1nnc2c(N(C)S(=O)(=O)c3ccccc3)nc3ccccc3n12,13,3,-2,1,30,3,2.0,-23
O=C(Cc1cccs1)N(Cc1cccs1)C1(C(=O)NC2CCCC2)CCCCC1,-7,-1,25,8,31,-1,-1.7,-16
CNC(=O)NC(=O)C(OC(=O)CCNS(=O)(=O)c1ccccc1)c1ccccc1 (stereo not given),-15,-4,-9,14,-2,-1,0.4,-2
CCOc1ccccc1N(CC(=O)Nc1cccnc1)S(C)(=O)=O,1,-4,-4,17,3,-2,1.7,-3
COc1ccc(NS(=O)(=O)c2ccc(N3CCCC3)c(NC(=S)Nc3ccc(SC(F)F)cc3)c2)cc1,22,-5,6,20,42,-4,0.5,1
COc1cccc(/C=C/C(=O)OCC(=O)Nc2cccc(S(=O)(=O)NC3=NCCCCC3)c2)c1,2,-2,-8,12,6,0,-0.1,-25
Cc1[nH]c2ccc(C(=O)O)cc2c1C,-1,1,5,-2,-12,-4,-0.3,14
COc1ccccc1/C=N/NC(=O)c1ccc(CN2C(=O)c3cccc4cccc2c34)cc1,-6,-3,-2,10,23,-1,0.4,6
COc1cccc(C(=O)Cn2c(=O)n(CC3CCCO3)c(=O)c3ccccc32)c1 (stereo not given),15,-1,-9,16,3,-4,4.3,-4
CCC(O)(c1ccccc1)C(CN1CCOCC1)c1ccccc1 (stereo not given),17,-2,-4,8,30,4,-0.2,-1
C/C(=N/Nc1ncc(Br)cn1)c1ccc([N+](=O)[O-])cc1,9,1,-6,7,-2,6,3.4,-4
Cc1cccc(NC(=O)CSc2nnc(NC(=O)CN3CCCCC3)s2)c1,0,-2,4,-3,20,-1,1.0,16
CCn1c(SCc2nc3ccccc3c(=O)[nH]2)nnc1C(C)NC(=O)c1ccccc1 (stereo not given),0,4,-27,1,0,-4,-0.3,-6
O=C(NCc1ccccc1)c1ccc(S(=O)(=O)N2CCCC2)cc1,5,1,-2,-5,13,1,0.3,-3
CCOCc1nnc(NC(=O)CSCc2ccccc2)s1,11,0,-7,-12,16,2,-2.2,0
OCC[C@H]1C[C@@H](O)[C@H](O)[C@@]2(CCCc3ccccc3O2)O1,5,-3,-5,24,-13,5,-1.0,21
C[C@H](CO)N1C[C@H](C)[C@@H](CN(C)C(=O)Nc2ccccc2)Oc2ccc(NC(=O)Nc3ccc4c(c3)OCO4)cc2C1=O,0,-3,-2,5,-5,0,-0.5,-2
Cc1cc(Cl)ccc1OCc1n[nH]c(=S)n1C1CCCCC1,12,-11,-2,-3,21,-2,-0.9,2
Cc1ccccc1C(=O)c1ccc2c(c1)n(C)c(=O)n2C,17,-4,-2,32,15,-3,0.3,5
Cc1cc(OCCCC(=O)NNC(=O)c2ccncc2)ccc1Cl,0,2,14,25,11,-6,-1.2,24
Cc1cccc(N2C(=O)/C(=C\c3ccc(OC(F)F)cc3)c3ccccc3C2=O)c1,-3,2,-23,7,68*,0,12,-5
COC(=O)C1OC(OC2CC[C@]3(C)C(CC[C@@]4(C)[C@@H]3CC=C3[C@@H]5CC(C)(C)CC[C@]5(C(=O)OC5OC(CO)C(O)C(O)C5O)CC[C@]34C)C2(C)C)C(O)C(O)C1O[C@H]1OCC(O)C(O)C1O (stereo not given in full),2,8,-2,13,35,1,0.5,-22
CCSCC1COC(c2cccn2Cc2ccc(C)cc2)=N1 (stereo not given),24,-4,-6,-29,10,-2,1.0,-2
O=S(=O)(NCc1cccs1)c1ccccc1Cl,15,-3,-7,-11,21,-3,2.2,11
COc1ccc(-n2c(=O)c3ccccc3n(Cc3cccc(C)c3)c2=O)cc1OC,-15,-2,4,5,32,-2,-0.3,17
CCOC(=O)c1cnn(CCOC(=O)c2cccc(F)c2)c1NC(=O)c1cccc(F)c1,-1,1,16,-5,25,-3,-0.9,-2
CCOc1ccccc1Nc1nc2ccccc2[nH]1,-8,-3,-5,27,-10,0,0.8,14
COc1ccc(C(=O)ON=C2c3ccccc3-c3ccccc32)cc1OC,8,-2,-1,7,0,8,2.1,-16
Clc1ccc(C2=Nn3c(nnc3-c3n[nH]c4c3CCC4)SC2)cc1Cl,6,3,20,89*,4,8,3.3,21
CCC(C)NC(=O)CSc1nc2ccc(N3CCOCC3)cc2c(=O)n1CCc1ccccc1 (stereo not given),-17,4,-22,34,11,23,6.2,-7
Cc1cc(/C=C(\C#N)C(=O)OCC(=O)NC(=O)NC(C)(C)C)c(C)n1CCC(C)C,-3,-1,-2,-2,12,-2,5.8,-6
COC(=O)c1ccccc1Sc1c(/C=N/OCc2ccc(Cl)cc2)c(C(F)(F)F)nn1C,3,-4,2,34,5,2,-2.5,-5
Cc1ccc(-c2cc(-c3ccccc3Cl)c(C#N)c(N)n2)o1,21,-5,-5,31,48,-3,-1.0,14

# Reprinted from the part before: 2 entries; new compounds follow.
SMILES,APJ antagonist,APJ agonist,Jurkat NFkB inh,Mdm2-MdmX inh,tim23-1 inh,XBP1 UPR activ,UPR CHOP act,697 NFkB inh
COC(=O)c1ccccc1Sc1c(/C=N/OCc2ccc(Cl)cc2)c(C(F)(F)F)nn1C,3,-4,2,34,5,2,-2.5,-5
Cc1ccc(-c2cc(-c3ccccc3Cl)c(C#N)c(N)n2)o1,21,-5,-5,31,48,-3,-1.0,14
CCOC(=O)C(C(=O)OCC)C(C)C#CCN1CCCCC1 (stereo not given),-19,-4,22,8,10,-1,-2.9,1
CCOc1ccc(/C=N/NC(=S)NC2CC3CC2C2C=CCC32)cc1 (stereo not given),15,-1,4,11,25,2,0.8,8
CN(C)CCCNC(=O)c1ccc2[nH]c3ccccc3c2c1,-4,-1,-31,4,-5,-5,-0.7,4
O=C(CCC(=O)N/N=C/c1cc(Cl)cc(Cl)c1O)NCc1ccccc1,-6,-2,-6,33,11,-3,-1.9,21
CCOc1ncccc1C(=O)N=c1sccn1C,-24,-3,6,-20,10,-4,0.4,-27
CCOc1cc(C(=O)OCC(=O)c2c(C)[nH]c3ccccc23)ccc1OCC(=O)N1CCOCC1,-3,-2,15,27,-7,-3,0.6,16
CCN1C(=O)[C@@H]2[C@H](C1=O)[C@@H]1C(=O)Nc3ccccc3C(=O)N1[C@@H]2c1ccccc1,-55,5,4,7,9,-2,-0.5,1
Cc1ccc(CSc2ncnc3c2cnn3-c2ccccc2)cc1,13,-2,-20,-6,-8,-3,3.6,-13
CC(=O)c1ccccc1Oc1ncnc(N)c1[N+](=O)[O-],-7,-2,15,-4,2,1,1.4,-6
CC(SCC(=O)NC12CC3CC(CC(C3)C1)C2)C(=O)O (stereo not given),20,0,1,13,8,-3,0.6,10
CN(C)S(=O)(=O)N1CCN(c2ccnc3cc(Cl)ccc23)CC1,-13,2,-3,27,31,-1,0.9,-8
COC(=O)c1[nH]c2ccccc2c1NC(=O)CCN1CCSCC1,-2,-2,1,9,-3,-2,-0.1,6
CC(=N/O)/C(C)=N\NC(=O)c1ccccn1,6,-3,-39,-17,4,1,2.5,-17
O=C(c1ccc(Cl)nc1)c1cccs1,-23,-1,-7,-11,-11,-3,2.1,3
COc1ccc2nc(C(C)O)[nH]c2c1 (stereo not given),-2,-5,-1,5,0,2,-1.2,12
O=C(NN=C1C2CC3CC(C2)CC1C3)c1cccc(S(=O)(=O)N2CCOCC2)c1,-26,5,-1,-32,15,-3,-0.5,-8
CCc1[nH]nc(C(=O)NC2CCCc3c2cnn3-c2cc(C)cc(C)c2)c1C (stereo not given),1,-1,-20,76*,24,-2,4.0,-171
Nc1nnnn1CC(=O)N/N=C/C=C/c1ccccc1,12,2,-5,5,-7,1,1.3,4
COC(=O)[C@H](CCSC)NC(=O)NCCc1ccccc1F,8,0,-4,12,15,3,1.1,14
c1ccc(N2CCOCCOCCOCCOCC2)cc1,1,-6,-17,13,13,-2,-2.1,16

# Compounds from the list above that have an aryl methoxy group (9):
SMILES,APJ antagonist,APJ agonist,Jurkat NFkB inh,Mdm2-MdmX inh,tim23-1 inh,XBP1 UPR activ,UPR CHOP act,697 NFkB inh
COc1ccc(-c2cc(=O)[nH][nH]2)cc1,19,-2,3,2,4,-5,-1.1,22
COc1ccc(NC(=O)Cc2ccc(C)c(C)c2)cc1S(=O)(=O)N1CCCCC1,0,-2,-6,26,-28,-4,0.1,-23
COc1ccc(NS(=O)(=O)c2ccc(N3CCCC3)c(NC(=S)Nc3ccc(SC(F)F)cc3)c2)cc1,22,-5,6,20,42,-4,0.5,1
COc1cccc(/C=C/C(=O)OCC(=O)Nc2cccc(S(=O)(=O)NC3=NCCCCC3)c2)c1,2,-2,-8,12,6,0,-0.1,-25
COc1ccccc1/C=N/NC(=O)c1ccc(CN2C(=O)c3cccc4cccc2c34)cc1,-6,-3,-2,10,23,-1,0.4,6
COc1cccc(C(=O)Cn2c(=O)n(CC3CCCO3)c(=O)c3ccccc32)c1 (stereo not given),15,-1,-9,16,3,-4,4.3,-4
COc1ccc(-n2c(=O)c3ccccc3n(Cc3cccc(C)c3)c2=O)cc1OC,-15,-2,4,5,32,-2,-0.3,17
COc1ccc(C(=O)ON=C2c3ccccc3-c3ccccc32)cc1OC,8,-2,-1,7,0,8,2.1,-16
COc1ccc2nc(C(C)O)[nH]c2c1 (stereo not given),-2,-5,-1,5,0,2,-1.2,12

# Assay outcomes deposited in PubChem BioAssay by Sanford-Burnham Center for Chemical Genomics.
